High-throughput results deposited in PubChem by Sanford-Burnham Center for Chemical Genomics.
XBP1 UPR activ = adaptive UPR (XBP1) activation; 330,000 tested, 0.33% active; CHO-XBP1 luciferase reporter, IRE1-XBP1 UPR activation, luminescence; percent of tunicamycin response, DMSO as zero; activation, % at 20 µM;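 active means versus positive control, 20 µM dose yields 30% or more activation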;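 further: 100% = tunicamycin at 10 µg/mL and 0% = DMSO only wells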
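Material: CHO-XBP1 cells stably carrying IRE1-XBP1-driven luciferase reporter | Medium: F12 with 10% serum | Compound dosing: 20 µM single concentration, DMSO 1% | Incubation: Overnight seeding at 37 °C, 6 h compound treatment at 37 °C | Detection: Steady-Glo luminescence read | Read-out basis: % activation of reporter signal versus tunicamycin and DMSO controls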
CCR6 antagonist = antagonists of human CCR6 receptor. P51684. CHO-K1 CCR6 PathHunter beta-arrestin, luminescence, CCL20-stimulated. inhibition, % at 20 µM. 340,000 tested, 0.49% active;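 active means compounds whose inhibition of the agonist-driven luminescence signal at 20 µM reaches about 50%, limit read from the data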;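 further: cells stimulated with CCL20 at 14 nM final; plate controls were DMSO with CCL20 for no effect and DMSO without agonist for full effect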
Target sequence (P51684 whole entry, looked up): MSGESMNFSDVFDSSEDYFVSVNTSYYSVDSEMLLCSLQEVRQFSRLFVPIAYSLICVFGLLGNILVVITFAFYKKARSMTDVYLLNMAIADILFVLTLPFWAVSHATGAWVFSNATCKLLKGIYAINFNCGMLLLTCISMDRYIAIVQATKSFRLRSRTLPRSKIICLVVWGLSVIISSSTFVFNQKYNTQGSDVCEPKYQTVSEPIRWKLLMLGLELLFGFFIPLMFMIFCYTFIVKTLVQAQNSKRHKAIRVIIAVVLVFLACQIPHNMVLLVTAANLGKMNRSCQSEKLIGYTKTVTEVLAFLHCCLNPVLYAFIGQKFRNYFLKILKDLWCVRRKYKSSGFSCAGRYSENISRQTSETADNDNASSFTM
Mdm2 MdmX PPI = disrupts the human Mdm2-MdmX interaction; O15151+Q00987; SaOS-2 split-luciferase Mdm2/MdmX complementation, luminescence; inhibition, % at 8 µM; 330,000 tested, 3% active;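 active means inhibition of at least 50% at 8 µM in the primary screen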
EBI2 block = blocks human EBI2 receptor beta-arrestin signaling; EBI2 beta-arrestin recruitment, luminescence, 7a,25-OHC stimulated; 360,000 tested, 0.81% active; inhibition, % at 5 µM; in the data active means inhibition above about 38%;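 further: enzyme fragment complementation signal reports receptor beta-arrestin coupling in cells; 0% = agonist plus DMSO wells and 100% = wells without agonist; some results beyond the cut were filed as inactive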
Target sequence (P32249 whole entry, looked up, the tested form may be a part): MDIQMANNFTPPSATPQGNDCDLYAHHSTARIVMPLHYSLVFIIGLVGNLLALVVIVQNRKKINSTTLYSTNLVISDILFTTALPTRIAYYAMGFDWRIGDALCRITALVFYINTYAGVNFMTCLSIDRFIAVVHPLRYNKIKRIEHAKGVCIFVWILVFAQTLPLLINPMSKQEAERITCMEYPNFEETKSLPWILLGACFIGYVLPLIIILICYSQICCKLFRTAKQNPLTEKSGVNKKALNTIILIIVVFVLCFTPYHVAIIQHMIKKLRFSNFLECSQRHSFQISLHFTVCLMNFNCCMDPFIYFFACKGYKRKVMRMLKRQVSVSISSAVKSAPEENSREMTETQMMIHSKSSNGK
Jurkat NFkB inh = inhibitors of the PMA/ionomycin-induced NF-kB reporter in Jurkat cells | PMA/ionomycin-induced NF-kB luciferase reporter, luminescence | inhibition, % at 4 µM | 330,000 tested, 0.53% active | AID 435003; in the data active means inhibition above about 50%
CXCR6 inh = blocks human CXCR6 beta-arrestin recruitment. 360,000 tested, 0.36% active. CHO-K1 PathHunter CXCR6 beta-arrestin, luminescence. inhibition, % at 20 µM. O00574; in the data active means inhibition above about 34%, passing the limit was not always enough;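 further: antagonist mode with CXCL16 agonist at 10 nM final; 0% = 10 nM CXCL16 with DMSO and 100% = unstimulated wells without agonist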
Target sequence (O00574 whole entry, looked up): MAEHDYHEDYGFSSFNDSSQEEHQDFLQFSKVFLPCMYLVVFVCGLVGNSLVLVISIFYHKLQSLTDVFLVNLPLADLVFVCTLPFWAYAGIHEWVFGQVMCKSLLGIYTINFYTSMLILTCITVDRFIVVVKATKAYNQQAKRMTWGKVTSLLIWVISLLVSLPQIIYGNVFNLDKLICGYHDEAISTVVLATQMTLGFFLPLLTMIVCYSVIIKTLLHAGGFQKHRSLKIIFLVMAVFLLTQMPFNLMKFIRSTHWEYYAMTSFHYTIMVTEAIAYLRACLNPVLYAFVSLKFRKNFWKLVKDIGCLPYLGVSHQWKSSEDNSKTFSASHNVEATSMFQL
Gli-Sufu antag = blocks Gli-Sufu signaling in a luciferase reporter; AID 588413; inhibition, % at 5 µM; Sufu-KO-LIGHT fibroblasts, Gli luciferase reporter luminescence; 340,000 tested, 0.74% active;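 active means inhibition above about 55%, limit read from the data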;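 further: 0% = DMSO-treated cells and 100% = wells with medium but no cells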
697 NFkB inh = inhibitors of the PMA/ionomycin-induced NF-kB reporter in 697 B cells | 697 B-cell NF-kB luciferase reporter, 16 h | inhibition, % at 4 µM | AID 435022 | 330,000 tested, 0.33% active; in the data active means inhibition above about 35%
CHOP UPR activ = activators of apoptotic arm of unfolded protein response (CHOP); CHO-CHOP luciferase reporter, UPR activation, luminescence; percent of tunicamycin response over DMSO baseline; activation, % at 10 µM; 330,000 tested, 0.34% active; AID 449763;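 active means at 10 µM dose, activation of 40% or more, normalized to positive control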;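 further: 100% = tunicamycin at 10 µg/mL and 0% = DMSO alone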
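Evaluation: % reporter activation, DMSO baseline versus tunicamycin full activation; System: CHO-CHOP luciferase reporter cell line; Input: 500 cells/well; Incubation: 6 h compound treatment, 37 °C; Measured by: Steady-Glo luciferase luminescence; Dosing: one dose, 10 µM in 0.5% DMSO; Buffer or medium: F12 medium, 10% FBS; Benchmarks: positive tunicamycin 10 µg/mL, negative DMSO alone.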
Active calls of the source: *. Rows are unselected; overall some 5% were active at least once.

The first 2 compounds, ahead of the listing:
Results for COc1ccc(C2C(C(=O)N3CCOCC3)CCC(=O)N2c2cc(OC)c(OC)c(OC)c2)cc1 (stereo unspecified) ?
XBP1 UPR activ: -0.5; CCR6 antagonist: -0.1; Mdm2 MdmX PPI: 16.9; EBI2 block: 9.8; Jurkat NFkB inh: -4.2; CXCR6 inh: -6.1; Gli-Sufu antag: -2.4; 697 NFkB inh: 5.7; CHOP UPR activ: 2.4

How did CCOc1ccc(C2NC(=O)CCC2[N+](=O)[O-])cc1 (stereo unspecified) do in these assays?
XBP1 UPR activ: -0.6; CCR6 antagonist: -13.3; Mdm2 MdmX PPI: 17.9; EBI2 block: -6.1; Jurkat NFkB inh: -1.9; CXCR6 inh: 0.2; Gli-Sufu antag: -16.3; 697 NFkB inh: 5.4; CHOP UPR activ: -0.6

Results, from the start:
Results for COc1ccc(C2C(C(=O)N3CCOCC3)CCC(=O)N2c2cc(OC)c(OC)c(OC)c2)cc1 (stereo unspecified) ?
XBP1 UPR activ: -0.5; CCR6 antagonist: -0.1; Mdm2 MdmX PPI: 16.9; EBI2 block: 9.8; Jurkat NFkB inh: -4.2; CXCR6 inh: -6.1; Gli-Sufu antag: -2.4; 697 NFkB inh: 5.7; CHOP UPR activ: 2.4

How did CCOc1ccc(C2NC(=O)CCC2[N+](=O)[O-])cc1 (stereo unspecified) do in these assays?
XBP1 UPR activ: -0.6; CCR6 antagonist: -13.3; Mdm2 MdmX PPI: 17.9; EBI2 block: -6.1; Jurkat NFkB inh: -1.9; CXCR6 inh: 0.2; Gli-Sufu antag: -16.3; 697 NFkB inh: 5.4; CHOP UPR activ: -0.6

How did COc1ccc(CNC(=O)c2ccc(N3CCC4(CC3)CC(c3ccc(Cl)cc3)=NO4)c([N+](=O)[O-])c2)cc1 do in these assays?
XBP1 UPR activ: -3.2; CCR6 antagonist: 26.8; Mdm2 MdmX PPI: 16.9; EBI2 block: 13.6; Jurkat NFkB inh: 37.6; CXCR6 inh: 10.6; Gli-Sufu antag: 46.4; 697 NFkB inh: 12.4; CHOP UPR activ: -0.9

How did COc1cc(NC(=O)c2cc(C)nc3ccccc23)cc(OC)c1OC do in these assays?
XBP1 UPR activ: -3.3; CCR6 antagonist: -9.8; Mdm2 MdmX PPI: 4.8; EBI2 block: -2.7; Jurkat NFkB inh: 1.1; CXCR6 inh: 2.4; Gli-Sufu antag: 24.5; 697 NFkB inh: 25.8; CHOP UPR activ: -0.5

Results for Cc1occc1C(=O)NNC(=S)Nc1ccccc1 ?
XBP1 UPR activ: 0.5; CCR6 antagonist: 38.1; Mdm2 MdmX PPI: -30.8; EBI2 block: -2.3; Jurkat NFkB inh: -46.9; CXCR6 inh: 11.7; Gli-Sufu antag: -1.7; 697 NFkB inh: -52.8; CHOP UPR activ: 2.5

What do the screens show for `NS(=O)(=O)c1ccc(CCNC(=O)CN2CCN(Cc3cccc4ccccc34)CC2)cc1`?
XBP1 UPR activ: 1.7; CCR6 antagonist: 0.6; Mdm2 MdmX PPI: 12.5; EBI2 block: 7.4; Jurkat NFkB inh: 17.4; CXCR6 inh: -12.5; Gli-Sufu antag: 28.3; 697 NFkB inh: -0.6; CHOP UPR activ: -0.5

Results for CCOc1c2ccc(C(=O)NCc3ccc(OC)cc3)cc2nn1CCOC ?
XBP1 UPR activ: -2.2; CCR6 antagonist: 9.4; Mdm2 MdmX PPI: 0.9; EBI2 block: 3.4; Jurkat NFkB inh: 6.8; CXCR6 inh: -2.5; Gli-Sufu antag: -12.7; 697 NFkB inh: 15.1; CHOP UPR activ: -0.4

What do the screens show for `COc1ccc(C2C3=C(CC(C)(C)CC3=O)Nc3c2c(=O)[nH]c2nc(C)nn32)cc1` (stereo unspecified)?
XBP1 UPR activ: -0.8; CCR6 antagonist: -3.2; Mdm2 MdmX PPI: 24.5; EBI2 block: 1.3; Jurkat NFkB inh: 6.0; CXCR6 inh: -0.1; Gli-Sufu antag: 0.8; 697 NFkB inh: 18.0; CHOP UPR activ: -0.9

Results for CCOCCCNC(=O)CN1C(=O)COc2ccc(S(=O)(=O)N3CCOCC3)cc21 ?
XBP1 UPR activ: 2.0; CCR6 antagonist: -7.5; Mdm2 MdmX PPI: 14.8; EBI2 block: -9.0; Jurkat NFkB inh: -4.4; CXCR6 inh: -2.8; Gli-Sufu antag: 5.9; 697 NFkB inh: 3.3; CHOP UPR activ: -1.1

How did O=C(CCC(=O)N1CCN(c2ccc(F)cc2)CC1)c1ccc(Cl)cc1 do in these assays?
XBP1 UPR activ: -8.1; CCR6 antagonist: 22.7; Mdm2 MdmX PPI: 5.2; EBI2 block: 7.1; Jurkat NFkB inh: 4.3; CXCR6 inh: -2.8; Gli-Sufu antag: -4.4; 697 NFkB inh: 4.0; CHOP UPR activ: 0.1

What do the screens show for `CCCn1c(=O)c2ccccc2n2c(SC(C)C(N)=O)nnc12` (stereo unspecified)?
XBP1 UPR activ: -2.0; CCR6 antagonist: 19.6; Mdm2 MdmX PPI: -11.0; EBI2 block: 1.4; Jurkat NFkB inh: 8.9; CXCR6 inh: 0.7; Gli-Sufu antag: 30.9; 697 NFkB inh: 17.8; CHOP UPR activ: -2.5

How did O=S(=O)(NC1=NCCC1)c1cccc(NC(=S)NCCc2ccccc2)c1 do in these assays?
XBP1 UPR activ: 2.5; CCR6 antagonist: -6.1; Mdm2 MdmX PPI: 0.2; EBI2 block: -9.8; Jurkat NFkB inh: 4.1; CXCR6 inh: -1.1; Gli-Sufu antag: 9.5; 697 NFkB inh: 0.8; CHOP UPR activ: 2.1

How did CCN(CC)c1nc(N2CCN(CCO)CC2)nc2ccccc12 do in these assays?
XBP1 UPR activ: -4.8; CCR6 antagonist: -0.2; Mdm2 MdmX PPI: 9.8; EBI2 block: 13.3; Jurkat NFkB inh: 2.0; CXCR6 inh: -12.3; Gli-Sufu antag: 9.4; 697 NFkB inh: 12.3; CHOP UPR activ: -0.5

How did COc1ccc(S(=O)(=O)N2CCCCCC2)cc1NC(=O)CN1C(=O)NC(C)(c2ccccc2)C1=O (stereo unspecified) do in these assays?
XBP1 UPR activ: -0.3; CCR6 antagonist: 1.0; Mdm2 MdmX PPI: 6.1; EBI2 block: 0.7; Jurkat NFkB inh: 13.8; CXCR6 inh: 0.8; Gli-Sufu antag: -4.8; 697 NFkB inh: 9.4; CHOP UPR activ: 1.7

How did CCn1c(SCc2nc3ccccc3c(=O)[nH]2)nnc1-c1ccncc1 do in these assays?
XBP1 UPR activ: -2.0; CCR6 antagonist: 4.6; Mdm2 MdmX PPI: -5.7; EBI2 block: -1.3; Jurkat NFkB inh: -4.1; CXCR6 inh: 3.4; Gli-Sufu antag: 0.5; 697 NFkB inh: 0.8; CHOP UPR activ: -0.8

Results for CC/C=C\[C@H](O)[C@H](O)C1=C(C)C(=O)[C@]2(O1)C(=O)N[C@@](OC)(C(=O)c1ccccc1)C2O (stereo partly specified) ?
XBP1 UPR activ: -0.9; CCR6 antagonist: -1.7; Mdm2 MdmX PPI: 36.3; EBI2 block: -2.5; Jurkat NFkB inh: 0.0; CXCR6 inh: -2.7; Gli-Sufu antag: -4.3; 697 NFkB inh: -2.8; CHOP UPR activ: -0.3

What do the screens show for `COc1cc(NC(=O)CSc2nnnn2C2CCCC2)cc(OC)c1`?
XBP1 UPR activ: -2.4; CCR6 antagonist: -3.0; Mdm2 MdmX PPI: -11.0; EBI2 block: 2.9; Jurkat NFkB inh: 4.8; CXCR6 inh: -0.3; Gli-Sufu antag: 25.2; 697 NFkB inh: 13.9; CHOP UPR activ: 0.6

What do the screens show for `COC(=O)CSc1nc(-c2ccccc2)nc2ccc(F)cc12`?
XBP1 UPR activ: -1.6; CCR6 antagonist: -11.6; Mdm2 MdmX PPI: 5.1; EBI2 block: 14.8; Jurkat NFkB inh: -24.8; CXCR6 inh: 2.3; Gli-Sufu antag: 0.7; 697 NFkB inh: -39.3; CHOP UPR activ: -1.2

What do the screens show for `Cn1c(=O)cc(SCC(=O)NCc2ccc(F)cc2)c2ccccc21`?
XBP1 UPR activ: -1.4; CCR6 antagonist: 11.6; Mdm2 MdmX PPI: 33.5; EBI2 block: 0.6; Jurkat NFkB inh: 24.5; CXCR6 inh: -2.8; Gli-Sufu antag: -1.4; 697 NFkB inh: -4.0; CHOP UPR activ: -1.3

What do the screens show for `CCOC(=O)C1CCN(C(=O)c2ccc(Cl)c(S(=O)(=O)N3CCCC3)c2)CC1`?
XBP1 UPR activ: -4.0; CCR6 antagonist: 3.8; Mdm2 MdmX PPI: -17.3; EBI2 block: -0.9; Jurkat NFkB inh: -1.8; CXCR6 inh: 2.8; Gli-Sufu antag: -7.8; 697 NFkB inh: 16.3; CHOP UPR activ: 1.7

What do the screens show for `O=C(NCCO)C(=O)NCC(c1ccc2c(c1)OCO2)N1CCN(c2ccc(F)cc2)CC1` (stereo unspecified)?
XBP1 UPR activ: -3.7; CCR6 antagonist: 2.9; Mdm2 MdmX PPI: 19.3; EBI2 block: 12.1; Jurkat NFkB inh: 4.7; CXCR6 inh: -14.4; Gli-Sufu antag: -16.3; 697 NFkB inh: 4.2; CHOP UPR activ: -0.8

What do the screens show for `CCn1c(C(O)c2ccccc2)nc2ccccc21` (stereo unspecified)?
XBP1 UPR activ: -3.8; CCR6 antagonist: 2.4; Mdm2 MdmX PPI: -6.9; EBI2 block: -5.2; Jurkat NFkB inh: 10.9; CXCR6 inh: -3.5; Gli-Sufu antag: 10.0; 697 NFkB inh: 13.2; CHOP UPR activ: -2.2

Results for CC(=O)N1CCc2cc(S(=O)(=O)CCC(=O)NCc3ccc(C)o3)ccc21 ?
XBP1 UPR activ: -3.0; CCR6 antagonist: 1.3; Mdm2 MdmX PPI: 21.7; EBI2 block: -7.1; Jurkat NFkB inh: -4.2; CXCR6 inh: 1.1; Gli-Sufu antag: -15.7; 697 NFkB inh: -10.2; CHOP UPR activ: -1.2

How did COc1ccc(CCNC(=O)c2cccs2)cc1OC do in these assays?
XBP1 UPR activ: 1.1; CCR6 antagonist: -11.2; Mdm2 MdmX PPI: -2.3; EBI2 block: -7.9; Jurkat NFkB inh: 6.0; CXCR6 inh: -0.3; Gli-Sufu antag: -8.8; 697 NFkB inh: 4.3; CHOP UPR activ: -1.0

What do the screens show for `c1ccc(-c2ccc3ccccc3n2)cc1`?
XBP1 UPR activ: 0.2; CCR6 antagonist: 6.9; Mdm2 MdmX PPI: -24.9; EBI2 block: -1.4; Jurkat NFkB inh: -92.0; CXCR6 inh: -0.8; Gli-Sufu antag: -72.7; 697 NFkB inh: -82.8; CHOP UPR activ: 1.8

How did CCC(C)(C(=O)NC1CCCCC1)N(Cc1cccs1)C(=O)c1ccc(=O)[nH]c1 (stereo unspecified) do in these assays?
XBP1 UPR activ: -4.4; CCR6 antagonist: 16.9; Mdm2 MdmX PPI: -23.5; EBI2 block: -9.2; Jurkat NFkB inh: 6.6; CXCR6 inh: 5.8; Gli-Sufu antag: -1.4; 697 NFkB inh: -11.5; CHOP UPR activ: 0.8

Results for COc1ccc(CCNC(=O)COc2nncc3ccccc23)cc1 ?
XBP1 UPR activ: -4.8; CCR6 antagonist: -0.4; Mdm2 MdmX PPI: 5.2; EBI2 block: 3.4; Jurkat NFkB inh: -1.4; CXCR6 inh: -1.7; Gli-Sufu antag: -13.0; 697 NFkB inh: 12.5; CHOP UPR activ: 3.7
